From PubChem BioAssay
BCR signal inh = qHTS Assay to Find Inhibitors of Chronic Active B-Cell Receptor Signaling; 340,000 tested, 0.05% active; ABC-DLBCL IkBa-CBG/CBR reporter, luminescence ratio, 4 h; Potency, µM (top dose mostly 46.1 µM), inactives show top-dose ratio change, negative = lower green/red ratio, most hits filed as inhibitors; active = well fitted inhibition curve with a large enough effect in the signal ratio, with a control signal flat, not every such curve was filed as active; inconclusive = small, poorly fitted or top-dose-only effect, or effect the other way, or a change in a side signal; the % refers to the signal ratio;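 also: potency is read from the fitted curve at half-maximal effect; plate controls were basal doxycycline-induced cells for no effect and cells given 10 µM MG132 for full effect; MG132 reads +100%, hits lower the ratio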
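Doxycycline induced both beetle luciferases in TMD8 lymphoma cells; IKK-driven degradation limits the IkappaBalpha-fused green signal, while red luminescence normalises for cell number and nonspecific effects. Compounds tested up to 46 uM, 4 hrs.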
ELG1 DNA repair = qHTS screen for small molecules that inhibit ELG1-dependent DNA repair in human embryonic kidney (HEK293T) cells expressing luciferase-tagged ELG1 | Potency, µM (doses to about 46.1 µM), for the others: top-dose activity change, negative = inhibition, most hits filed as inhibitors | HEK293T ELG1-luciferase reporter, luminescence, 16 h; DNA damage induced by 5-fluorouridine | 330,000 tested, 2.3% active | AID 504467, 2011; also: potency is read from the fitted curve at half-maximal effect; % is scaled to controls: 0 for no effect and ±100 for the full control effect; nearly all actives have a fitted effect of over 55% in size
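5-Fluorouridine DNA damage + compound/DMSO, 2,000 cells/well, 16 h, 37 °C/5% CO2. ONE-Glo, 30 min RT, luminescence. Readout = decrease in reporter signal.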
Tb PFK inh = qHTS Assay to Find Inhibitors of T. brucei phosphofructokinase | ATP-dependent 6-phosphofructokinase (Trypanosoma brucei brucei), O15648 | T. brucei PFK, ADP-Glo luminescence | Potency, µM (series often up to 57.5 µM), for the others: at the highest dose activity, negative = inhibition, actives largely listed as inhibitors | 330,000 tested, 0.17% active | AID 485367, 2010;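 also: potency is read from the fitted curve at half-maximal effect; 0% = uninhibited 1x PFK enzyme wells and -100% = no-enzyme wells; nearly all actives have a fitted effect of over 60% in size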
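Activity is normalized to no-enzyme wells (full inhibition) and 1.25 nM enzyme wells (no inhibition). Reaction: 0.5 mM F6P, 0.1 mM ATP, 45 min RT, ADP-Glo luminescence; concentration-response curves fitted and classed by quality.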
Mito fusion act = qHTS Assay for Small Molecule Inhibitors of Mitochondrial Division or Activators of Mitochondrial Fusion; S. cerevisiae fusion-defective mutant growth rescue, CellTiterGlo 48 h; Potency, µM (series often up to 46.1 µM), for the others: at the highest dose growth rescue (activation), usual class: activators; 320,000 tested, 0.23% active;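 also: potency is read from the fitted curve at half-maximal effect; % of control where 0% means no effect; nearly all actives have a fitted effect of over 45% in size; temperature-sensitive fusion mutants such as fzo1-1 at 37 °C on non-fermentable ethanol glycerol medium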
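Compounds are tested for their ability to restore growth of mitochondrial fusion-defective yeast strains at non-permissive 37C in YPEG medium over 48 hours. Viability is quantified by luciferase luminescence.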
TCR act = Activators of T cell receptors: qHTS campaign. AID 504894, 2011. Potency, µM (highest dose often 9.22 µM), inactives show at the top dose activation of IL-2 secretion, usual class: activators. 330,000 tested, under 10 active. primary human leukocytes, anti-CD3, IL-2 HTRF, 48 h; also: % of control where 0% means no effect
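Compounds are tested in HTS on primary human leukocytes co-incubated with a-CD3 beads for 48 hr. IL-2 output is measured by time-resolved FRET.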
B2AR arrestin = qHTS assay of beta-arrestin-biased ligands of beta2-adrenergic receptor | beta-arrestin recruitment to beta2AR, cell-based reporter | 330,000 tested, 0.02% active | Beta-2 adrenergic receptor (Homo sapiens), P07550 | Potency, µM (top dose mostly 46.1 µM), for the others: top-dose activation, actives largely listed as activators;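 also: potency is read from the fitted curve at half-maximal effect; 0% = DMSO controls and full agonism = EC100 isoproterenol or metaproterenol; nearly all actives have a fitted effect of over 65% in size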
Target sequence (P07550 whole entry, looked up): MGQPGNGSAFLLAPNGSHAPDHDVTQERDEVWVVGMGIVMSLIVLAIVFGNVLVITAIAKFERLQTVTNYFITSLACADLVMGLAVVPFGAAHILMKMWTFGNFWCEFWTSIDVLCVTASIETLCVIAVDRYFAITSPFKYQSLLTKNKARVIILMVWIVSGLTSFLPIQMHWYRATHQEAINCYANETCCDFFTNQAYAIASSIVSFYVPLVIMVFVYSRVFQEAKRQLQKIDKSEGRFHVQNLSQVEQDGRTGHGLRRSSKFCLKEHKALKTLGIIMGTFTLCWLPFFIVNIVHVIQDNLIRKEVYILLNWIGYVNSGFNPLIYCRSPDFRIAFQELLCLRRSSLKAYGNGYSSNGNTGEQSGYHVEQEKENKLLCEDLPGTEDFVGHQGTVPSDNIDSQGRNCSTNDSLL
PTAP TSG101 blk = qHTS Assay for Iinhibitors of HIV-1 Budding by Blocking the Interaction of PTAP/TSG101; Tumor susceptibility gene 101 protein (Homo sapiens), Q99816; Fluorescence polarization, FITC-PTAP peptide / Tsg101 binding; Potency, µM (series often up to 115 µM), without a hit: at the top dose activity change, negative = inhibition, most hits filed as inhibitors; 340,000 tested, under 10 active; active = well fitted inhibition curve with a large enough effect in the main read-out, with a control signal flat, not every such curve was filed as active; inconclusive = small, poorly fitted or top-dose-only effect, or effect the other way, or a change in a side signal; inactive = no such curve, though single readings can be large or run the other way; also: potency is read from the fitted curve at half-maximal effect; % of control where 0% means no effect
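FP read-out: FITC-PTAP peptide, 50 nM final, binding Tsg101 binding domain, 10 uM final; 20 min, r.t.; 10 mM HEPES pH 7.5, 0.15 M NaCl, 0.01% Tween 20, 3 mM EDTA, 0.1 mM TCEP.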
USP2a inh = qHTS Assay for Inhibitors of Ubiquitin-specific Protease USP2a Using CHOP2 as the Reporter | Ubiquitin carboxyl-terminal hydrolase 2 (Homo sapiens), O75604 | 330,000 tested, 0.01% active | USP2 core, Ub-CHOP2 coupled fluorogenic reporter, 485/531 | Potency, µM (titrated, usually from 38.3 µM), without a hit: top-dose activity change, negative = inhibition, actives largely listed as inhibitors;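 also: potency is read from the fitted curve at half-maximal effect; plate controls were DMSO wells for no effect and full inhibition by NEM control for full effect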
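Cell-free coupled assay: 10nM USP2 core preincubated 30min RT with compound in Tris-HCl pH 8.0/CaCl2/CHAPS buffer, then 25nM Ub-CHOP2 and 25nM reporter substrate; fluorescence (Ex 485/Em 531) read after 60min RT, normalized to NEM inhibition, concentration-response curves fitted.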
TSHR antag = Antagonists of the Thyroid Stimulating Hormone Receptor: HTS campaign; Thyrotropin receptor (Homo sapiens), P16473; TSHR-expressing cells, TSH-stimulated cAMP HTRF, 2 h; active compounds read low; activity change, negative = inhibition, % at 11.5 µM; 330,000 tested, 0.2% active; AID 504810, 2011;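 active = activity change below a set negative limit, meaning inhibition stronger than a set level, cut at about -70% in these data; inconclusive = activity change between two set negative limits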; also: % is scaled to controls: 0 for no effect and ±100 for the full control effect
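Freshly harvested TSHR cells receive pin-tooled compound, then EC80 TSH at 4nM final. After 2 hours at 37 deg C, antibody in lysis buffer and cAMP-d2 are added; 30 minutes at ambient temperature precede the HTRF read.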
uPA surface inh = qHTS for Inhibitors of Cell Surface uPA Generation | cell surface uPA generation assay, qHTS | Potency, µM (titrated, usually from 38.3 µM), inactives show at the top dose activity change, negative = inhibition, hits mostly inhibitors | 330,000 tested, 0.31% active | AID 540303, 2011; active = well fitted inhibition curve with a large enough effect; inconclusive = small, poorly fitted or top-dose-only effect; inactive = no such curve, though single readings can be large or run the other way; tested in mouse RAW 264.7 cells; also: potency is read from the fitted curve at half-maximal effect; % is scaled to controls: 0 for no effect and ±100 for the full control effect; nearly all actives have a fitted effect of over 55% in size
Eya2 phos inh = qHTS Assay for Inhibitors of the Phosphatase Activity of Eya2. recombinant Eya2, OMFP fluorescence dephosphorylation (OMFP is methylfluorescein phosphate). Potency, µM (titrated, usually from 76.9 µM), inactives show at the top dose activity, negative = inhibition, hits mostly inhibitors. 330,000 tested, 0.006% active; also: potency is read from the fitted curve at half-maximal effect; % is scaled to controls: 0 for no effect and ±100 for the full control effect
Target sequence (O00167 whole entry, looked up): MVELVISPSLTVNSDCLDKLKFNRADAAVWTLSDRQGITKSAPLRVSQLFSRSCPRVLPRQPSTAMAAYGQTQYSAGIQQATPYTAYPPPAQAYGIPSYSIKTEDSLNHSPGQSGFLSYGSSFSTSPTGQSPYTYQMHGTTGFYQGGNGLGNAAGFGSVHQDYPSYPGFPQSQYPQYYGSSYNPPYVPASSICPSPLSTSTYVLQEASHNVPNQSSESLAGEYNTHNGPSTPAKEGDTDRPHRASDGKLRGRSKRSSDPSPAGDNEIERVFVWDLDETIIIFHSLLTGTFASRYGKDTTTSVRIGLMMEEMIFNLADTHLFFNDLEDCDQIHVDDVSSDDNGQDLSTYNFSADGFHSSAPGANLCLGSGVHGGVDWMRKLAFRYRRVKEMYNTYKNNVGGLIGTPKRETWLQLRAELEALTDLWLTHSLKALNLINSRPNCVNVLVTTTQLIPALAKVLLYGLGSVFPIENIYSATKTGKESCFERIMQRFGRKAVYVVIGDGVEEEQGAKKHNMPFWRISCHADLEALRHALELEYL
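Eya2 (0.2 uM) preincubated 10 min at ambient with compound, then OMFP substrate added at 50 uM; 10 min reaction in 50 mM HEPES pH 7.5, 50 mM NaCl, 5 uM MgCl2, 0.05% BSA, 1 mM DTT. Fluorescence read at Ex 485/Em 525 nm.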
An asterisk follows results filed as active; ? = inconclusive; / = not tested or not shown; [ ] = another dose, or the depositor's remark. Unless noted, calls follow the shape of the dose curve; as a rule, active = well fitted curve in the direction sought with a large enough effect; inconclusive = small, poorly fitted or top-dose-only effect, or another doubt; inactive = no such curve, though single readings can be large; an effect the other way counts as inactive or inconclusive.

SMILES	BCR signal inh	ELG1 DNA repair	Tb PFK inh	Mito fusion act	TCR act	B2AR arrestin	PTAP TSG101 blk	USP2a inh	TSHR antag	uPA surface inh	Eya2 phos inh
CN(C(=O)COC(=O)C12CC3CC(CC(Cl)(C3)C1)C2)c1ccccc1	-1%	-29%	1%	/	-6%[46.1 µM]	-1.3%	-4%	1%	-9	0%	-14%
O=C(COc1ccccc1Cl)NCC(c1cccs1)N1CCOCC1 (stereo unspecified)	3%	-11%	0%	4%	14%	-0.1%	-7%	4%	5	2%	-6%
CC1(C)Oc2ccc(NC(=O)C3COc4ccccc4O3)cc2O1 (stereo unspecified)	1%	?	0%	-29%	4%	-1.2%	-5%	3%	-12	-7%	-6%
COc1ccc2cc(/C=N/O)c(Cl)nc2c1	-1%	-2%	0%	4%	1%	0.0%	-3%	-2%	45	2%	-4%
COC(=O)c1ccccc1NC(=O)NCc1ccncc1	-18%	7%	-9%	-6%	-5%	0.4%	1%	4%	10	5%	13%
CCOC(=O)CC1Sc2ccccc2NC1=S (stereo unspecified)	3%	11%	0%	-11%	2%	3.8%	-9%	3%	13	-3%	1%
C=CCNC(=S)N1CCN(S(=O)(=O)c2ccc(C)cc2)CC1	-5%	-2%	0%	-3%	0%	-1.8%	-3%	1%	-4	11%	-4%
NC(=O)c1ccc(C(=O)N/N=C(/Cc2ccccc2)c2ccccc2)cc1	-2%	14%	-4%	6%	2%	-0.4%	-5%	1%	-3	-4%	-2%
COc1ccc(/C(C)=N/OC/C(O)=C(\C#N)c2nc3ccccc3[nH]2)cc1OC	1%	0%	0%	0%	-3%	-0.5%	-5%	2%	5	-10%	13%
O=c1cc(N2CCOCC2)[nH]c(=O)n1-c1ccc(Br)cc1	-3%	?	-3%	2%	1%	-0.1%	-4%	0%	8	-3%	3%
CCn1c(SCC(=O)NCc2ccc(C)cc2)nnc1-c1ccncc1	4%	11%	-6%	-4%	-1%	-0.2%	-2%	1%	-7	2%	9%
CN(C)c1ccc(C(CC(=O)O)NC(=O)c2ccc(Cl)cc2)cc1 (stereo unspecified)	7%	14%	0%	2%	-32%	-0.4%	0%	2%	12	-4%	31%
CCc1ccc(NC(=O)c2cnc3n(c2=O)CCS3)cc1	9%	?	1%	9%	-5%	-0.5%	-4%	-2%	-15	-23%	9%
Cc1occc1C(=O)N/N=C/c1ccc(Cl)c([N+](=O)[O-])c1	?	?	1%	-4%	-1%[46.1 µM]	4.7%	0%	1%	-1	1%	-18%
Cc1nc2ccc(F)cc2cc1C(=O)NC(C)C	-1%	-5%	1%	3%	11%	0.0%	-10%	-1%	6	/	11%
COc1ccc(C2c3ccc(O)cc3Oc3ncn(Cc4ccccc4)c(=N)c32)cc1OC (stereo unspecified)	-14%	2%	3%	2%	4%	0.3%	-5%	0%	-7	-7%	4%
Cc1[nH]c(SCC(=O)Nc2cc(C(N)=O)cc(C(N)=O)c2)nc1Cc1ccccc1	1%	7%	0%	/	-4%	-0.7%	-3%	0%	-10	0%	-4%
COc1cc2[nH]c(=O)n(CCC(=O)N3CCN(Cc4ccccc4)CC3)c(=O)c2cc1OC	2%	?	-2%	16%	-2%	0.0%	-5%	-2%	3	-2%	8%
COC(=O)C1CN(C(=O)c2ccc(OC(F)F)cc2)c2ccccc2O1 (stereo unspecified)	-7%	4%	0%	6%	4%	-0.5%	-3%	-2%	2	1%	11%
COc1ccc(NC(=O)Cn2c(=O)n(-c3ccc(OC)cc3OC)c(=O)c3c(C)c(C)sc32)cc1	-1%	-18%	4%	-7%	-1%[46.1 µM]	-0.3%	0%	2%	4	0%	5%
O=C(COC(=O)c1ccc2c(c1)OCCO2)NC1CCCCC1	11%	?	-5%	5%	2%	-0.6%	-1%	-5%	7	2%	-1%
Cc1ccc2c(c1)cc(CN(Cc1ccco1)S(=O)(=O)c1ccccc1)c1nnnn12	1%	?	-1%	3%	/	-0.9%	-3%	-1%	-11	2%	-3%
Cc1ccc(NC(=O)c2cn(-c3cccc(C)n3)cn2)cc1	?	?	0%	4%	2%	0.4%	-3%	1%	0	8%	-1%
COc1cc2[nH]c(=S)n(Cc3cccs3)c(=O)c2cc1OC	1%	-1%	6%	23%	12%	-0.1%	-1%	-1%	-1	6%	?
Cc1ccccc1C(=O)c1c[nH]c(C(=O)NCCCn2ccnc2)c1	-11%	-3%	-1%	2%	6%	-0.9%	-5%	3%	0	0%	23%
CN1CCCN(C(=O)CNC(=O)c2ccccc2Br)CC1	-1%	0%	0%	/	-1%	-0.2%	5%	7%	/	7%	-12%
CCCCCn1c2nc3ccccc3nc2c2c(=O)n(CC(C)C)cnc21	-12%	21%	6%	2%	-1%	-0.5%	-5%	0%	-4	4%	-36%
COC(=O)CCN(C(=O)c1cc(OC)c(OC)c(OC)c1)c1ccccn1	?	9%	-2%	2%	/	-0.2%	-5%	1%	16	10%	-21%
O=C(N=C1SC2CS(=O)(=O)CC2N1c1ccccc1)C1CC1 (stereo unspecified)	-3%	2%	-1%	-9%	3%	-0.2%	8%	2%	12	-1%	0%
CC(C)N(CC#CCC(O)(c1ccccc1)c1ccccc1)C(C)C	2%	-3%	-1%	-7%	-2%[46.1 µM]	-1.3%	0%	-1%	1	7%	-2%
COc1ccc(N2CCN(C(CNC(=O)c3ccc4c(c3)OCO4)c3ccco3)CC2)cc1 (stereo unspecified)	-25%	?	-1%	-7%	2%	0.0%	-4%	-4%	-5	1%	-8%
COc1ccccc1-c1cc(C(=O)Nc2cc(C)nn2-c2ccccc2)no1	?	?	-5%	4%	11%	-0.1%	-4%	-1%	-10	/	-17%
CCCCOc1ccc(C(=O)N2CCCC2C(=O)O)cc1 (stereo unspecified)	2%	-4%	-2%	0%	0%[46.1 µM]	-0.2%	-5%	-1%	-3	6%	11%
O=C(NCc1cccc(C(F)(F)F)c1)C1CC(c2c(Cl)cccc2Cl)=NO1 (stereo unspecified)	-17%	-12%	4%	0%	-7%	-0.1%	1%	0%	13	?	-2%
O=C(O)Cn1ccc2ccccc21	2%	-7%	8%	-9%	-3%	0.5%	-3%	1%	-3	0%	-22%
CC(C)NCC(O)(c1ccc(Cl)cc1)c1ccc(Cl)cc1	?	7%	-2%	-4%	-2%	-0.5%	0%	1%	3	-4%	-3%
Cc1csc(CN(C)C(=O)c2cn(Cc3cccc4ccccc34)nn2)n1	3%	7%	-9%	2%	0%	-0.8%	-2%	0%	-5	-9%	-3%
CC(C)c1cc(CNC(=O)C2CCC(=O)N(CCc3ccc(Cl)cc3)C2)on1 (stereo unspecified)	6%	1%	3%	-3%	-1%	0.6%	-5%	-5%	3	4%	-6%
CC(=O)c1ccc(NC(=O)CSc2nnc(-c3ccco3)c(-c3ccco3)n2)cc1	-5%	-14%	-12%	7%	6%	-0.6%	-8%	1%	-11	-4%	9%
CCCNC(=O)CC1Sc2ccccc2NC1=O (stereo unspecified)	?	4%	-17%	6%	/	-0.1%	-2%	2%	7	/	-28%
CCCCNS(=O)(=O)CCNCc1ccccc1OC	?	12%	-2%	/	1%[46.1 µM]	-0.1%	0%	1%	2	-9%	4%
O=C(Nc1ncnc2c1CCC2)C12CC3CC(CC(C3)C1)C2	9%	7%	-2%	1%	-2%	-0.1%	0%	2%	2	4%	-12%
COc1ccccc1S(=O)(=O)N1CCn2cccc2C1C (stereo unspecified)	?	5%	-11%	-1%	0%	-0.1%	-1%	0%	0	-3%	5%
